HP1b chromo inh – HP1-beta chromodomain-methylated histone interaction inhibition; AlphaScreen HP1-beta / biotin-H3K9me3 peptide binding; Potency, µM (series often up to 114 µM), for inactives: top-dose activity change, negative = inhibition, hits mostly inhibitors; actives 0.56% (n = 390,000); further: potency means the concentration at half of the fitted maximal effect; nearly all actives have a fitted effect of over 70% in size; inactives centre near 23
Target sequence (P83916 whole entry, looked up): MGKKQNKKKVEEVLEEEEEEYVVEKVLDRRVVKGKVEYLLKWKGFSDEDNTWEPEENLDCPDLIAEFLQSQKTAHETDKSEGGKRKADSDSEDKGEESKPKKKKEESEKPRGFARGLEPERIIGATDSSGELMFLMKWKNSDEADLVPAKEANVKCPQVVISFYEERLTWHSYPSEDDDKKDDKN
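HP1-beta protein (50 nM final) preincubated 30 min at room temperature with biotinylated H3(1-18)K9me3 peptide (50 nM) in PBS pH 7.4, 0.01% Tween-20, then compound added for 30 min. AlphaScreen streptavidin donor/nickel chelate acceptor beads (10 ug/mL final), 30 min dark, luminescence read.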
JMJD2A Tudor inh – inhibitors of human JMJD2A Tudor domain. AlphaScreen JMJD2A-Tudor / H3K4me3 peptide binding. O75164. actives 4.4% (n = 390,000). Potency, µM (highest dose often 114 µM), for inactives: top-dose activity change, negative = inhibition, usual class: inhibitors. AID 504339; further: potency means the concentration at half of the fitted maximal effect; on the % scale 0 is the no-effect control and ±100 the full control effect; nearly all actives have a fitted effect of over 50% in size
ERG-DNA inh – inhibitors of human ERG Ets domain-DNA interaction | P11308 | fluorescence polarization, His-ERG Ets domain / labelled DNA | Potency, µM (titrated, usually from 76.9 µM), without a hit: at the top dose FP activity, negative = inhibition, hits mostly inhibitors | actives 0.028% (n = 370,000) | AID 624246; active means well fitted inhibition curve with a large enough effect in the polarisation, with a control signal flat; inconclusive means small, poorly fitted or top-dose-only effect, or effect the other way, or a change in a side signal; inactive means no such curve, though single readings can be large or run the other way; the % refers to the polarisation;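 further: polarization taken with two DNA probes labelled with fluorescein and Texas red; potency means the concentration at half of the fitted maximal effect; % of control where 0% means no effect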
Target sequence (P11308 whole entry, looked up, the tested form may be a part): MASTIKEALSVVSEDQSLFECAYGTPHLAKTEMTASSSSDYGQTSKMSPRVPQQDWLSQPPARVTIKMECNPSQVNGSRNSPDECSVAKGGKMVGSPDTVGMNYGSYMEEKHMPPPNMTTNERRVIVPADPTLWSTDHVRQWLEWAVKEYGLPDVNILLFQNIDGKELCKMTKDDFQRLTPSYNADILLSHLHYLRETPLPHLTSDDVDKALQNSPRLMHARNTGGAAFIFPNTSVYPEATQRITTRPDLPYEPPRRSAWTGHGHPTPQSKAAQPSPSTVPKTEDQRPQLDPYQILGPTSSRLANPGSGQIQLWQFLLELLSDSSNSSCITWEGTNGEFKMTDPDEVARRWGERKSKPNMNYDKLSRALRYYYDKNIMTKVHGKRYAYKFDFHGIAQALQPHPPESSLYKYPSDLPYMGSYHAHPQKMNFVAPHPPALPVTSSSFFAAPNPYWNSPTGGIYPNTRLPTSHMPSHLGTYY
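His-tagged ERG Ets domain (1 uM in the protein solution; 300mM KCl, 50mM Tris-HCl, 1mM EDTA, 1mM DTT, pH 7.5) received compound, then a probe mix of 5 nM fluorescein-DNA and 100nM Texas-615-DNA. Fluorescence polarization was read for both dyes.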
PI4K2A block – blocks human PI4K2A kinase activity | Q9BTU6 | purified PI4K2A, ADP-Glo luminescence, 1 h; stronger effect = lower value | activity change, negative = inhibition, % at 76.9 µM | actives 0.13% (n = 420,000) | AID 1346378; in the data active means activity change below about -50%; inconclusive means mostly about -30% to -49%;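 further: -100% = wells without enzyme as full effect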
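In this quantitative HTS, ADP production by PI4K2A was quantified luminescently after 1 h at ambient temperature; 100 microM adenosine served as plate-quality control.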
BAZ2B inh – BAZ2B (human) inhibition | Q9UIF8 | AlphaScreen BAZ2B-H3K14Ac peptide displacement | Potency, µM (series often up to 114 µM), without a hit: at the highest dose activity change, negative = inhibition, actives largely listed as inhibitors | actives 4.4% (n = 360,000); further: potency means the concentration at half of the fitted maximal effect; on the % scale 0 is the no-effect control and ±100 the full control effect; nearly all actives have a fitted effect of over 60% in size
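Multi-concentration screen (max 110 uM) measuring displacement of acetylated histone H3 peptide from BAZ2B by AlphaScreen, using 50 nM protein, 50 nM peptide and 10 ug/mL streptavidin donor plus Ni-chelate acceptor beads.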
RGS4 inh – inhibitors of human regulator of G protein signaling 4 | Transcreener GDP fluorescence polarization, RGS4-accelerated GTP hydrolysis | Potency, µM (top dose mostly 114 µM), for inactives: at the top dose activity change, negative = inhibition, most hits filed as inhibitors | AID 504845 | actives 0.039% (n = 390,000) | P49798; further: potency means the concentration at half of the fitted maximal effect; on the % scale 0 is the no-effect control and ±100 the full control effect; nearly all actives have a fitted effect of over 75% in size; some results filed as inactive show a strong effect at the top dose
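MLSMR compounds (23 nl, pin-transferred) preincubated 10 min at room temperature with a 500nM (2x) first reagent, then RGS4 at 900nM (2x) plus Transcreener GDP mix added; fluorescence polarization (620/688 nm) read before and after 90 min at 30 °C.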
ALOX12 inh – blocks human arachidonate 12S-lipoxygenase. purified 12hLO, xylenol orange hydroperoxide absorbance. Potency, µM (series often up to 108 µM), for the others: at the highest dose activity change, negative = inhibition, most hits filed as inhibitors. actives 1.1% (n = 580,000); further: potency means the concentration at half of the fitted maximal effect; on the % scale 0 is the no-effect control and ±100 the full control effect
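Purified human 12hLO (150 nM final) in 25 mM Hepes, 0.01% Triton X-100, pH 7.0 was preincubated 15 min at room temperature with compound. Then 40 uM arachidonic acid was added, 30 min. Hydroperoxide was read by Fe-XO absorbance ratio 573/405 nm.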
GLS inh – inhibitors of human glutaminase (GLS) | GLS enzymatic activity, qHTS titration | actives 0.21% (n = 410,000) | O94925 | Potency, µM (titrated, usually from 45.5 µM), for inactives: at the top dose activity change, negative = inhibition, usual class: inhibitors | AID 624170; further: potency means the concentration at half of the fitted maximal effect; on the % scale 0 is the no-effect control and ±100 the full control effect
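Glutamate formation by hKGA was monitored fluorometrically using coupled glutamate oxidase, HRP and Amplex Red. Substrate was added as 1 mM L-glutamine solution; incubation was 30 min at RT after an initial read.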
G9a inh – inhibitors of human histone lysine methyltransferase G9a | Q96KQ7 | G9a H3K9 monomethylation, AlphaScreen, 2 h | Potency, µM (highest dose often 102 µM), for the others: top-dose activity, negative = inhibition, actives largely listed as inhibitors | actives 8.8% (n = 350,000) | AID 504332; further: potency means the concentration at half of the fitted maximal effect; on the % scale 0 is the no-effect control and ±100 the full control effect; nearly all actives have a fitted effect of over 75% in size
Target sequence (Q96KQ7 913-1193 limits assumed): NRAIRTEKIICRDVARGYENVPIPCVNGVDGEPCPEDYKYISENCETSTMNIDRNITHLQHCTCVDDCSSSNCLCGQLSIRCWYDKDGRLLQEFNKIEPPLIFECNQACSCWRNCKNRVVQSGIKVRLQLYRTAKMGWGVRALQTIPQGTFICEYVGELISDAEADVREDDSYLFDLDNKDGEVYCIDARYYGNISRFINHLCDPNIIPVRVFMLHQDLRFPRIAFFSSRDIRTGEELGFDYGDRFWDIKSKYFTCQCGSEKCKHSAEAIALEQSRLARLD
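G9a (20 nM) preincubated 15 min RT with compounds, then 500 nM biotinylated H3K9 peptide and 20 uM SAM added; 2 h RT reaction. Monomethyl-H3K9 product detected by AlphaScreen with anti-H3K9me1 antibody, streptavidin donor and anti-rabbit IgG acceptor beads.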
* = called active by the depositor; u = inconclusive; x = no result given; [ ] = remark or other dose. Unless noted, the call rests on the fitted dose curve; in most records, active means well fitted curve in the direction sought with a large enough effect; inconclusive means small, poorly fitted or top-dose-only effect, or another doubt; inactive means no such curve, though single readings can be large; an effect the other way counts as inactive or inconclusive. This is a subset; rates above refer to the full screens.

Below each compound: HP1b chromo inh | JMJD2A Tudor inh | ERG-DNA inh | PI4K2A block | BAZ2B inh | RGS4 inh | ALOX12 inh | GLS inh | G9a inh
- Cc1cccc(/C=N/NC(=O)c2c(-c3ccccc3)noc2C)c1O
    42%[activator] | u | 7% | 4 | 25µM* | -26% | u | -3% | x
- Cc1c(C(=O)Nc2ccccc2)oc2c1C(=O)CC(C)(C)C2
    16% | -11% | -1% | 1 | 1% | -12% | -3% | 1% | 6%[12.7 µM]
- O=C(NN1CCOCC1)c1cccc(F)c1
    38%[activator] | 1% | 4% | 7 | x | -4% | 4% | 1% | x
- c1ccc(-n2nnnc2SCc2cccc3nsnc23)cc1
    119%[activator] | 3%[57.1 µM] | 6% | 3 | 8% | -29% | -16% | 5% | -11%
- O=C1OC(N2C(=O)CC[C@H]2C(=O)Nc2cccc(F)c2)c2ccccc21 (stereo partly drawn)
    -1% | -7% | 5% | 2 | -11% | 7% | 27% | 1% | x
- CCn1c(NC(=O)c2cccs2)nc2ccccc21
    22% | 1% | 7% | -3 | -20% | 9% | -17% | -17% | 57%[activator]
- Cc1ccc(OCC(O)Cn2c(=N)n(Cc3ccccc3)c3ccccc32)cc1 (stereo not drawn)
    9% | -31% | -4% | -5 | -8% | 3% | -19% | -7% | 7%[59 µM]
- COc1ccc(-n2c(Cc3cc(=O)[nH]c(=O)[nH]3)nnc2SCC(=O)NC2CCCC2)cc1
    96%[activator] | 0% | 11% | -20 | 11% | -22% | u | 2% | u
- O=C(N/N=C/C=C\c1ccccc1[N+](=O)[O-])c1cccnc1
    10% | -8% | 11% | 1 | 14% | -17% | 176%[activator] | u | 20%
- O=C(O)/C=C/C(=O)NNC(=O)c1ccc(Br)cc1
    32% | -7% | -11% | 5 | -2% | -21% | -12% | 21% | 25µM*
- Cc1ccc2c(C)c(C(=O)N3CCC(N4CCC(C(=O)NC5CC5)CC4)CC3)oc2c1
    10% | -12% | -13% | -1 | -14% | 27% | 4% | 4% | 5%
- COCCNC(=O)c1ccccc1NC(=O)CN(c1ccc2c(c1)OCO2)S(C)(=O)=O
    26% | -22% | -3% | -1 | 8% | 13% | -9% | 11% | -3%[12.7 µM]
- CC(=O)N1c2ccccc2C(=O)C1N1CCCCC1 (stereo not drawn)
    45%[activator] | -8% | 4% | 0 | 4% | 7% | 238%[activator] | 4% | 50µM*
- CC(=O)c1cc2c(cc1NS(=O)(=O)c1ccccc1F)OCO2
    59%[activator] | -12% | 1% | 2 | 27% | 12% | -2% | 18% | 5%
- CCc1ccccc1OCC(=O)Nc1ccc(N2CCCC2)cc1C
    7% | u | 29% | -3 | u | -27% | x | -7% | 3.2µM*
- Cc1ccc(C2=CC(c3ccc(N(C)C)cc3)n3nnnc3N2)cc1 (stereo not drawn)
    36% | -19% | 3% | -5 | 7% | -27% | -16% | 6% | u
- COC(=O)C1C(=O)c2c([nH]c(C(=O)OCC3CCCO3)c2C)CC1C (stereo not drawn)
    38% | -13% | 10% | 2 | -5% | -12% | 262%[activator] | 2% | 6%[59 µM]
- O=S(=O)(c1cc(Cl)ccc1Cl)N1CCc2ccccc21
    136%[activator] | 108%[activator] | -3% | -1 | 28% | 9% | 0% | -4% | 233%[activator]
- Cc1cccc(Nc2nnc(SCC(=O)c3ccc(Br)s3)s2)c1C
    26% | -13% | 14% | 2 | -36% | -39% | -25% | u | 4.5µM*
- CSc1nnc(SCC(=O)Nc2ccc3[nH]c(=O)[nH]c3c2)s1
    42%[activator] | -5% | 5% | -1 | -6% | 28% | -16% | 12% | 11%[12.7 µM]
- Cc1cc(C)c(C)c(S(=O)(=O)NC2CCN(Cc3ccccc3)CC2)c1C
    16% | u | 3% | 1 | -21% | -2% | -6% | -11% | -31%
- O=C1CCN(S(=O)(=O)c2ccccc2)CCN1CCOCc1cccc(F)c1
    39% | -6% | -6% | 0 | 5% | -6% | 3% | 2% | 28%[12.7 µM]
- CCOC(=O)c1c(C)[nH]c(C)c1S(=O)(=O)N1CCC(C(=O)N2CCN(c3cccc(Cl)c3)CC2)CC1
    1% | -15% | 2% | -2 | -20% | 1% | -22% | 6% | -3%[59 µM]
- COc1ccc(N/N=C(\C#N)C(=N)SCc2ccccc2)cc1
    27% | -30% | -1% | 0 | u | -18% | -9% | 6% | 28µM*
- Nc1nonc1-c1noc(CCCCCN2C(=O)c3ccccc3C2=O)n1
    60%[activator] | 9% | 4% | -3 | 12% | -13% | 7% | -15% | 4%[59 µM]
- COc1ccc(N(CC(=O)Nc2c(C)n(C)n(-c3ccccc3)c2=O)S(=O)(=O)c2ccccc2)cc1OC
    7% | -10% | 13% | 2 | -30% | -5% | 12% | -1% | -1%
- COC(=O)c1cc(S(=O)(=O)NCCc2sccc2C)c[nH]1
    16% | -22% | -12% | -1 | -6% | 10% | -3% | 6% | 1%[0.0925 µM]
- O=C(N/N=C/c1cc([N+](=O)[O-])ccc1Cl)c1cnccn1
    5% | 5%[57.1 µM] | -4% | -13 | -2% | 0% | u | -10% | -6%
- CC(C)(C)NC(=O)CSc1nnc(CN2CCCCCC2=O)n1-c1ccccn1
    14% | u | -2% | 2 | -2% | 4% | 0% | -1% | u
- CCOC(=O)CCCn1ccc2cc(S(=O)(=O)N3CCCC3)ccc21
    61%[activator] | -3% | -15% | -2 | 3% | -3%[56.9 µM] | -1% | 5% | 23%
- COc1ccc(CCN2C(=O)c3ccccc3NC2c2cc(Cl)c(O)c(OC)c2)cc1 (stereo not drawn)
    -12% | -23% | -4% | -1 | -15% | -9% | -34% | 4% | 71µM*
- Cc1cc(C)c(NC(=O)c2cc3c(nc4sccn43)s2)c(C)c1
    38% | 2% | -7% | 2 | -3% | u | 4% | -1% | 50µM*
- CC(=O)CC(=O)Nc1cccc2c1CCCC2
    24% | -4% | 10% | -5 | -25% | 24% | 29% | 5% | 3%
- O=C(N/N=C/c1ccco1)/C(=C/c1cccc([N+](=O)[O-])c1)NC(=O)c1ccccc1
    11% | -22% | 5% | 5 | 8%[57.1 µM] | -18% | 12% | 12% | 14%[2.33 µM]
- O=C(NCc1ccccn1)C1CCN(S(=O)(=O)N2CCCCC2)CC1
    16% | -4% | x | -1 | -2% | 17% | 24% | 1% | 27%[0.501 µM]
- CC(=O)NC(CCCNC(=S)NC1CCCCC1)C(=O)O (stereo not drawn)
    39%[activator] | 2% | 1% | 0 | -39% | -48% | u | 28% | -30%
- CSCC[C@H](NC(=O)N1CCn2c1nc1ccccc12)C(=O)N[C@@H](C(=O)O)c1ccccc1
    15% | -20% | 0% | 3 | -29% | 3% | 23% | 1% | 6%[12.7 µM]
- CCOc1ccc(C(=O)CSc2nnc3ccccn23)cc1
    5% | -20% | 6% | 3 | -19% | -1% | u | -2% | -39%[59 µM]
- Cc1ccc(C)c(N2CCN(CCCNC(=O)Cn3ncc4c5ccccc5n(C)c4c3=O)CC2)c1
    14% | -21% | 3% | 1 | -23% | -27% | u | 12% | -1%[59 µM]
- O=C(NCc1ccccc1)C1=C[C@H](C2CC2)C[C@H](OCc2ccc(CO)cc2)O1
    16% | -4% | -1% | -1 | -14% | 1% | -12% | -7% | u
- COc1cc(CCC(=O)Nc2c(C(=O)N3CCN(c4ccccc4)CC3)oc3ccccc23)on1
    17% | u | -1% | -2 | u | 4% | 9% | 14% | u
- COc1ccc(S(=O)(=O)Nc2ccccc2OC)cc1NC(=O)Cc1cccs1
    u | u | 3% | -3 | 2% | u | -4% | 14% | 19%[59 µM]
- O/N=C/c1cc(Cl)ccc1OCc1ccccc1Cl
    0% | 8%[11.4 µM] | 1% | -13 | 3% | -27%[11.4 µM] | u | -9% | 93%[activator]
- CCOC(=O)C1=CC[C@@H](c2ccccc2Cl)N(S(=O)(=O)c2ccc(C)cc2)[C@H]1C(=O)OCC
    38% | 6% | -1% | 0 | 5% | 2% | 3% | 1% | 6%[0.501 µM]
- CCN(CC)C(=O)c1[nH]cnc1C(=O)Nc1cccc(C)c1
    9% | -34% | -3% | 5 | 6% | 10% | 6% | -2% | 5%[0.501 µM]
- COc1ccccc1NC(=O)CSc1oc(-c2ccccc2)nc1S(=O)(=O)c1ccc(C)cc1
    26% | 1% | 3% | -4 | -4% | -16% | u | -1% | -25%[59 µM]
- COc1ccc(/C=N/NC(=O)C(C)n2cnc3ccccc3c2=O)cc1OC (stereo not drawn)
    11% | -7% | 0% | 4 | 9% | -20% | -10% | -5% | 9%
- COc1cc2c(cc1NC(=O)CSc1cccc[n+]1[O-])oc1ccccc12
    7% | -14% | x | -1 | -3% | 2% | -2% | 4% | 11%[59 µM]
- Cc1cccc(NC(=O)NCCOCCn2c(=O)oc3ccccc32)c1C
    54%[activator] | -24% | -5% | -4 | 17% | 2% | -17% | 7% | 28%[59 µM]
- CCCCNC(=O)COCc1cc(-c2ccc3c(c2)OCO3)on1
    32%[activator] | -6% | -7% | -1 | -16% | -4% | -28% | -1% | 13%
- Nc1nc(-c2ccccc2Br)cs1
    -7% | -15% | 10% | 4 | -21% | 16% | -7% | 34%[activator] | -49%[59 µM]
- COc1cc2c(cc1OC)-c1cc(NC3CCCCCC3)nc(=O)n1CC2
    6% | -12% | 1% | 5 | -3% | 4% | 4% | 13% | -11%[59 µM]
- CC(C)c1ccc(S(=O)(=O)Nc2ccc(O)c(Sc3ncn[nH]3)c2)cc1
    32% | -7% | 2% | 5 | -23% | -32% | u | 36%[activator] | u

Source: PubChem BioAssay
